# Compound activity as filed in PubChem BioAssay.
# LRH-1 inv ag = NR5A2 inverse agonism in reporter assay; O00482; HEK293T StAR-luciferase reporter, LRH-1 transfected, 24 h; inhibition, % at 3.6 µM; AID 602396; 0.13% of 360,000 active;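 active = inhibition above the mean inhibition of all tested compounds plus 3 SD, cut at about 73% in these data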;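 also: 0% = DMSO wells and 100% = reporter-only cells lacking LRH-1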
# ABHD5-PLIN5 inh = blocks binding of human ABHD5 to perilipin-5; Q00G26+Q8WTS1; inhibition, % at 4 µM; Split G. princeps luciferase complementation, luminescence, 4 h; 0.78% of 360,000 active;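 active = inhibition above the mean inhibition across every tested compound plus 3 SD, cut at about 22% in these data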;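 also: 0% = DMSO only wells and the 100% control is not disclosed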
# SRC3 inh = inhibits human SRC3 coactivator | Q9Y6Q9 | HEK293 GAL4-SRC3 luciferase reporter, luminescence | inhibition, % at 3.6 µM | 0.17% of 360,000 active | AID 588352;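 active = inhibition above a per-campaign cutoff, the mean of all compounds plus 3 SD, cut at about 60% in these data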;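 also: 0% = DMSO-treated cells and 100% = gossypol-treated cells at 36 µM; higher means less SRC3-driven luciferase light from the GAL4 reporter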
# TROY NFkB inh = blocks TROY-dependent signaling in reporter cells | Q293 LMP1-TROYcd NF-kB luciferase reporter, 4 h | inhibition, % at 10 µM | 0.98% of 360,000 active | AID 1347056;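 active = compounds whose plate-normalised and pattern-corrected inhibition of the luciferase reporter signal at the single screening dose is 50% or more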
# SRC1 inh = human NCOA1 inhibition; AID 588354; HEK293 GAL4-SRC1 luciferase reporter, luminescence; Q15788; inhibition, % at 3.6 µM; 0.12% of 360,000 active;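 active = inhibition above the campaign mean plus 3 SD, with each screening campaign given its own cutoff, cut at about 60% in these data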;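 also: 0% = DMSO treated cells and 100% = gossypol at 36 µM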
# Exocytosis inh = lytic granule exocytosis inhibition. 0.66% of 360,000 active. TALL-104 LAMP-1 surface exposure, flow cytometry; cells stimulated with thapsigargin and PMA. AID 651702. inhibition, % at 10 µM;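 active = inhibition above about 55%, limit read from the data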
# NCOA2 inhibitor = human SRC2 (NCOA2) inhibition. Q15596. HEK293 GAL4-SRC2 luciferase reporter, luminescence. inhibition, % at 9 µM. 0.17% of 370,000 active;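 active = inhibition above the mean inhibition of all tested compounds plus 3 SD, set per campaign, cut at about 52% in these data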;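 also: 0% = DMSO treated cells and 100% = cells given Gossypol at 36 µM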
# TWEAK-Fn14 inh = blocks TWEAK-Fn14 interaction in a reporter cell assay | TWEAK-stimulated Fn14 reporter cells, luciferase luminescence, 8 h | inhibition, % at 10 µM | 2% of 360,000 active | AID 1159606; in the data active = inhibition above about 50%
# NR2F2 inh = inhibitors of human COUP-TFII (NR2F2) | P24468 | HEK293T NGFI-A luciferase reporter, luminescence | inhibition, % at 8.6 µM | 0.7% of 370,000 active;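 active = inhibition above a per-plate cutoff, mean inhibition of test wells between control levels plus 3 SD, cut at about 38% in these data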;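 also: cells cotransfected with COUP-TFII expression vector driving the NGFI-A reporter; 0% = median of COUP-TF2 test wells and 100% = reporter-only cells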
# NOD2 RIPK2 PPI = blocks binding of human NOD2 to RIPK2; AID 624267; 0.38% of 360,000 active; inhibition, % at 4.98 µM; O43353; CHO BLA complementation NOD2-RIPK2, CCF4 ratio; in the data active = inhibition above about 21%;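 also: 0% = vehicle only and 100% = reference blocker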
# TLR9-MyD88 inh = blocks human TLR9 binding to MyD88; Q9NR96+Q99836; inhibition, % at 4.98 µM; CHO BLA complementation TLR9-MyD88, CCF4 FRET ratio; 0.21% of 340,000 active;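 active = inhibition above the mean over all tested compounds plus 3 SD, cut at about 21% in these data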;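 also: 0% = DMSO only wells and 100% = clavulanate BLA inhibitor control wells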
# The depositor's hits bear a star; · = no result given. This is a subset; count on the stated rates, not on these rows.
SMILES	LRH-1 inv ag	ABHD5-PLIN5 inh	SRC3 inh	TROY NFkB inh	SRC1 inh	Exocytosis inh	NCOA2 inhibitor	TWEAK-Fn14 inh	NR2F2 inh	NOD2 RIPK2 PPI	TLR9-MyD88 inh
CN(Cc1c(C(=O)N/N=C/c2cccc(Cl)c2)nnn1-c1nonc1N)c1ccccc1	18	11	22	29	-15	15	-16	-49	0	-67	5
COc1ccc2c(c1)OC[C@H]1[C@H]2N2C(=O)c3cc(F)ccc3NC(=O)[C@@]2(C)[C@H]1c1ccccc1	14	-2	24	21	2	-3	-2	9	11	-3	-1
Cc1ccc2nc(-c3cc(N)cc(N)c3)oc2c1	-43	2	-36	60*	-24	-3	46	62*	33	-5	4
COc1ccc(-c2c(NC(C)=O)n(C)c3ccccc3c2=O)cc1	8	-3	7	-4	-10	1	-20	-6	1	-3	6
NS(=O)(=O)c1cccc(NC(=O)COC(=O)Cc2n[nH]c(=O)c3ccccc23)c1	10	0	-11	3	-8	2	-13	1	5	1	-3
COC(=O)C(C)NC(=O)C12CC3CC(C1)CC(c1ccc(C)cc1)(C3)C2 (stereo unspecified)	13	2	2	15	26	-2	12	35	-12	1	3
CCN(CC)CCn1c(SCC(=O)NCCC2=CCCCC2)nc2c(sc3ccccc32)c1=O	5	3	-24	-11	-18	32	15	10	11	3	4
COc1ccc(NC(=O)C(Sc2nnc3ccccn23)c2ccccc2)cc1Cl (stereo unspecified)	-28	-6	12	-31	-2	4	1	-5	5	-5	1
c1ccc(Cc2nn[nH]n2)cc1	18	-6	10	2	0	12	-29	-1	-13	-2	-3
CN(CC(=O)Nc1cccc(Cl)c1)S(=O)(=O)c1ccc2[nH]c(=O)oc2c1	-1	-9	-8	-5	4	0	14	-4	7	6	4
O=C(CSc1nccn1-c1ccccc1)NCc1ccc(F)cc1	-1	-1	5	-16	-3	1	-15	-2	-5	4	-2
Cc1scc(C(=O)N/N=C/c2ccc(OC(C)C)cc2)c1C	-35	2	-53	-75	-61	-3	-88	-11	-38	-3	2
CC1(Oc2ccc(F)cc2)CCN(Cc2ccccc2OC(F)F)C1 (stereo unspecified)	-2	-3	7	-11	-7	13	11	-25	-3	-7	·
C=C(C)CSc1nc2ccccc2[nH]1	-15	3	-15	-43	-40	-15	-13	-3	0	0	1
CCOc1cc(N2CCOCC2)c(OCC)cc1NC(=O)c1ccc(S(=O)(=O)N(C)C)cc1	1	-5	2	37	-4	-6	15	-19	18	0	-1
Cc1cccc(C)c1NC(=O)CN(C)C(=O)CSC(=S)N1CCCC1	9	8	1	-20	-30	2	14	-6	-23	-2	-3
CCOc1cc(C=O)ccc1OCCCN1C(=O)NC(C)(C)C1=O	-19	-1	1	-8	-3	4	16	0	5	0	-2
CCCN(CC(=O)Nc1ccccc1OC)C(=O)CCC(=O)c1ccc(Cl)s1	-2	-1	3	8	-13	3	16	-6	8	-5	-3
O=C(NCCCl)Nc1cccnc1Cl	12	0	1	19	-2	-2	-20	11	14	4	-10
Cc1ccc(/C=C/c2nc3ccccc3[nH]2)o1	-70	11	-106	-13	-79	42	-67	34	-26	-1	7
COc1ccc(CNC(=O)CCCCCNC(=O)N2CCn3c2nc2ccccc23)cc1	-4	-9	15	-2	1	-2	4	-16	13	5	-6
CCN1CCN(CC(=O)N2N=C(c3cccs3)CC2c2ccc(OC)cc2)C(=O)C1=O (stereo unspecified)	-19	-1	4	-4	1	0	-23	-8	-9	-7	1

# Results in Exocytosis inh (3 entries from above):
Structure,Exocytosis inh
Cc1cccc(C)c1NC(=O)CN(C)C(=O)CSC(=S)N1CCCC1,2
CCOc1cc(C=O)ccc1OCCCN1C(=O)NC(C)(C)C1=O,4
CCCN(CC(=O)Nc1ccccc1OC)C(=O)CCC(=O)c1ccc(Cl)s1,3

# Entries listed above that bear a hit mark in TWEAK-Fn14 inh.
mol,LRH-1 inv ag,ABHD5-PLIN5 inh,SRC3 inh,SRC1 inh,Exocytosis inh,NCOA2 inhibitor,TWEAK-Fn14 inh,NR2F2 inh,NOD2 RIPK2 PPI,TLR9-MyD88 inh
Cc1ccc2nc(-c3cc(N)cc(N)c3)oc2c1,-43,2,-36,-24,-3,46,62*,33,-5,4

# Some of these compounds in order of their number in TLR9-MyD88 inh, descending:
structure	TLR9-MyD88 inh
CCOc1cc(N2CCOCC2)c(OCC)cc1NC(=O)c1ccc(S(=O)(=O)N(C)C)cc1	-1
O=C(CSc1nccn1-c1ccccc1)NCc1ccc(F)cc1	-2
COc1ccc(CNC(=O)CCCCCNC(=O)N2CCn3c2nc2ccccc23)cc1	-6

# Another view of some results above:
CN(CC(=O)Nc1cccc(Cl)c1)S(=O)(=O)c1ccc2[nH]c(=O)oc2c1
  LRH-1 inv ag: -1; ABHD5-PLIN5 inh: -9; SRC3 inh: -8; TROY NFkB inh: -5; SRC1 inh: 4; Exocytosis inh: 0; NCOA2 inhibitor: 14; TWEAK-Fn14 inh: -4; NR2F2 inh: 7; NOD2 RIPK2 PPI: 6; TLR9-MyD88 inh: 4

O=C(CSc1nccn1-c1ccccc1)NCc1ccc(F)cc1
  LRH-1 inv ag: -1; ABHD5-PLIN5 inh: -1; SRC3 inh: 5; TROY NFkB inh: -16; SRC1 inh: -3; Exocytosis inh: 1; NCOA2 inhibitor: -15; TWEAK-Fn14 inh: -2; NR2F2 inh: -5; NOD2 RIPK2 PPI: 4; TLR9-MyD88 inh: -2

Cc1scc(C(=O)N/N=C/c2ccc(OC(C)C)cc2)c1C
  LRH-1 inv ag: -35; ABHD5-PLIN5 inh: 2; SRC3 inh: -53; TROY NFkB inh: -75; SRC1 inh: -61; Exocytosis inh: -3; NCOA2 inhibitor: -88; TWEAK-Fn14 inh: -11; NR2F2 inh: -38; NOD2 RIPK2 PPI: -3; TLR9-MyD88 inh: 2

CC1(Oc2ccc(F)cc2)CCN(Cc2ccccc2OC(F)F)C1 (stereo unspecified)
  LRH-1 inv ag: -2; ABHD5-PLIN5 inh: -3; SRC3 inh: 7; TROY NFkB inh: -11; SRC1 inh: -7; Exocytosis inh: 13; NCOA2 inhibitor: 11; TWEAK-Fn14 inh: -25; NR2F2 inh: -3; NOD2 RIPK2 PPI: -7; TLR9-MyD88 inh: ·
